Source: PubChem BioAssay (University of Kansas High Throughput Screening Laboratory)
Pf apPOL block: Pf-apPOL DNA polymerase inhibition. AID 1794808. Recombinant Pf-apPOL, molecular beacon fluorescence, 1.5 h. inhibition, % at 10 µM. 210,000 compounds, 0.25% hits
mHTT CaM bind: mHTT-calmodulin interaction abrogation | inhibition, % at 15 µM | AlphaScreen His-mHTT/GST-CaM binding, luminescence | 190,000 compounds, 3.6% hits | P42858;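 note: 0% = both proteins with DMSO and 100% = one protein alone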
Target sequence (P42858 whole entry, looked up, stated change not applied): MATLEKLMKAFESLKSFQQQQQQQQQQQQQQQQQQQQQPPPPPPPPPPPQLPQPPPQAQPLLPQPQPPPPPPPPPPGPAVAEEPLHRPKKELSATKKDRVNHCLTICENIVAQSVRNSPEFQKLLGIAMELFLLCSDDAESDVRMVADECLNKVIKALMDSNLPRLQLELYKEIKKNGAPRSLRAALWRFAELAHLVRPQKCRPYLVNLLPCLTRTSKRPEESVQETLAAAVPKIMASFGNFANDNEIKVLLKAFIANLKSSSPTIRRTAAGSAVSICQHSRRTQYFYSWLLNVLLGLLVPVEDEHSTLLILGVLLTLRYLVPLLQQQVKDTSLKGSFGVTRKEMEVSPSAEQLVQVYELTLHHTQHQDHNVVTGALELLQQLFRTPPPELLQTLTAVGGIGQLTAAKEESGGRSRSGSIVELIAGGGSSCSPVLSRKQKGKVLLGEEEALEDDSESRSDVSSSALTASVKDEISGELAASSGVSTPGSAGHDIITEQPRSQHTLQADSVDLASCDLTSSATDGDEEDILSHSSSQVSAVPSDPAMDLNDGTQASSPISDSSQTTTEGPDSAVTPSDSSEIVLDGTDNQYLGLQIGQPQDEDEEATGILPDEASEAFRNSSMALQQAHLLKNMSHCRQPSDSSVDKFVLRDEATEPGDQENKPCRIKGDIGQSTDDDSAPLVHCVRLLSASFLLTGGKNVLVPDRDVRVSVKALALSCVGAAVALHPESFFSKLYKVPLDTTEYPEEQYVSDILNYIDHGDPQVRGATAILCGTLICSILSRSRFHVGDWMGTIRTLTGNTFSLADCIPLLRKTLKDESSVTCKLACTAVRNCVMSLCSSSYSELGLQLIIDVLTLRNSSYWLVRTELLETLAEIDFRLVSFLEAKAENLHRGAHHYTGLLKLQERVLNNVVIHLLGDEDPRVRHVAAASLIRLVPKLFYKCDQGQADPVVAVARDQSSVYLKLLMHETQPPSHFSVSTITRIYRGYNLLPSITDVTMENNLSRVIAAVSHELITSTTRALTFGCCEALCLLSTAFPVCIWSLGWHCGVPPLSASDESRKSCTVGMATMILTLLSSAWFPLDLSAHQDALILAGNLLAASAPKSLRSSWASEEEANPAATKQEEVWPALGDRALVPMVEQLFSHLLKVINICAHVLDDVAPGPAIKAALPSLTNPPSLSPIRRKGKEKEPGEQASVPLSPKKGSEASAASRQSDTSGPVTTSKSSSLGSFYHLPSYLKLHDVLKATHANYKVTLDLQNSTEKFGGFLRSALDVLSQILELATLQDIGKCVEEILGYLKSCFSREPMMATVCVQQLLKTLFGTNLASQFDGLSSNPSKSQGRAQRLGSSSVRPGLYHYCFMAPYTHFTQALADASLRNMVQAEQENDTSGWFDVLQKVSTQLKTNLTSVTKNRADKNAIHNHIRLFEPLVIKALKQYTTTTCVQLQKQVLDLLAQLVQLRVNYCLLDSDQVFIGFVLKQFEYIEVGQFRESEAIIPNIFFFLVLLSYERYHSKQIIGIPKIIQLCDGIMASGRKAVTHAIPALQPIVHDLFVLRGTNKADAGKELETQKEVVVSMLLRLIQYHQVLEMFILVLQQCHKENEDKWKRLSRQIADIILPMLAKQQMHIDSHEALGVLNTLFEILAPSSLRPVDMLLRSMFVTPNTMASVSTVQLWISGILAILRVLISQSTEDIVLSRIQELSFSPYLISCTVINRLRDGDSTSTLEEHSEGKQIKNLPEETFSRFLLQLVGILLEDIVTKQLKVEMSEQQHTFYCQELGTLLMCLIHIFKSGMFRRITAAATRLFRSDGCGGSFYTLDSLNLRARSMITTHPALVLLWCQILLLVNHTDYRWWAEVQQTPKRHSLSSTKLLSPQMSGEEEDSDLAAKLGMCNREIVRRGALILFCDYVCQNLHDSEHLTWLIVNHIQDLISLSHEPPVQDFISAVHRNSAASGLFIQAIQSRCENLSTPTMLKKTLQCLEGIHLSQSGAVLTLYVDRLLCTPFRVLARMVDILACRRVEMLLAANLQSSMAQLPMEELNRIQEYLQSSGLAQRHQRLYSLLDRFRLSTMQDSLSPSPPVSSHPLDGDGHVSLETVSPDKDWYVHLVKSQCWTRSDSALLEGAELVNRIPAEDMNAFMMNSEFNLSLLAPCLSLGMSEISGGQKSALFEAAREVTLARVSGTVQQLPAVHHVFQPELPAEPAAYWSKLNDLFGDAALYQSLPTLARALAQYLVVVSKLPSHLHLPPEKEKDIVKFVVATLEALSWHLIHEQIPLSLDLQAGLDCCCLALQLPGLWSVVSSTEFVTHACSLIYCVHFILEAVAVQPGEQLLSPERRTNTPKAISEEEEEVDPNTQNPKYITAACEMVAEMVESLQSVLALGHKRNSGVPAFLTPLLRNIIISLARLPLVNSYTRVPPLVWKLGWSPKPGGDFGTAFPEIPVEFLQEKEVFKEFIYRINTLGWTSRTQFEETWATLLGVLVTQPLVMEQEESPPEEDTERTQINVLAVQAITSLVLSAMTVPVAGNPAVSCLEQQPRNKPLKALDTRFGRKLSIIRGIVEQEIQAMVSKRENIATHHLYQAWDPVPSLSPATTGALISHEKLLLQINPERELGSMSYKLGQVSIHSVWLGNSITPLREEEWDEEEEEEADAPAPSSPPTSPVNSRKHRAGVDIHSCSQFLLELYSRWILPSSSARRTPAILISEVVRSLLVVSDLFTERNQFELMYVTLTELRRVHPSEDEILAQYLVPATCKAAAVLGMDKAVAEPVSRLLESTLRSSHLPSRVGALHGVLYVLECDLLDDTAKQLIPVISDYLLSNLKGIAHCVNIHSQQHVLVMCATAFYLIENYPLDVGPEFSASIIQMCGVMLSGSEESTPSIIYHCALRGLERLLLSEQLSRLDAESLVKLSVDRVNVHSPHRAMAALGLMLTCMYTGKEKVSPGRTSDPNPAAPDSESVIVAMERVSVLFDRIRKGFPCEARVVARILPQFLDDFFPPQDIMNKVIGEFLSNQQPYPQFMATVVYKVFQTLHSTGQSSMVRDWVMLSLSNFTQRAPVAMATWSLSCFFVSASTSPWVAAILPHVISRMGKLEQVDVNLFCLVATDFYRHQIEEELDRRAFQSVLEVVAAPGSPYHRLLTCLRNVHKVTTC
* hit, by the source's call; . = no result given; & = joins results of further samples. Cut-off read from the data, not from the text of the source: active = inhibition above about 50%; inactive = the rest.

SMILES	Pf apPOL block	mHTT CaM bind
O=C(O)C1CC=CCC1C(=O)N1CCN(c2ccc([N+](=O)[O-])cc2)CC1 (stereo not drawn)	-7	0
CCc1nnc(NC(=O)CSc2nc3c([nH]c4ccccc43)c(=O)n2C)s1	-6	-1
Cc1ccc(-n2c(SCC(=O)Nc3ccc(F)cc3F)nc3c(c2=O)SCC3)cc1	-10	-1
CN1CCN(Cc2c(O)ccc3cc(-c4nc5ccccc5[nH]4)c(=O)oc23)CC1	-2	-3
COc1ccc(C=Nc2cccc3ncccc23)cc1	-2	27
O=C1CC(C(=O)O)c2ccccc21 (stereo not drawn)	7	.
Oc1oc(-c2ccccc2F)nc1C=Nc1ccc(Cl)cc1Cl	1	0
O=c1nc2n(-c3ccccc3F)c3ccccc3cc-2c(=O)[nH]1	-3	-2
Cc1nc(-c2ccnc(-c3cc(Cl)cc(Cl)c3)n2)cs1	-6	.
CNC(NC(=O)c1ccc(F)cc1)C(Cl)(Cl)Cl (stereo not drawn)	11	-2
COc1cc(/C=C2/SC(c3ccc(C)cc3)=NC2=O)cc(OC)c1O	5	42
C#Cc1cccc(NC(=O)c2cccs2)c1	-5	-10
Cc1ccc(NC(=O)CSC2=C(C#N)C(c3ccccc3F)CC(=O)N2)cc1C (stereo not drawn)	0	10
CCCNc1nccn(CC)c1=O	-3	-5
CCOc1ccccc1NC(=O)c1c(NCc2cc(OC)ccc2OC)sc2c1CCC2	-19	16
CCOc1cc(/C=C2\C(=O)NC(=O)N(c3ccccc3)C2=O)ccc1O	-1	1
COc1ccc(-c2cn(-c3ccccc3)c(=O)[nH]2)cc1	-5	14
O=C1CNC(=S)N1Cc1cccs1	-8	.
Cc1ccc2oc(-c3cc(NC(=O)c4ccc([N+](=O)[O-])cc4)ccc3O)nc2c1	-2	2
CCN1CCN(c2cc(Oc3ccc(F)c(F)c3)ncn2)CC1	-6	-4

As a working copy, part of the list above.
SMILES	Pf apPOL block	mHTT CaM bind
CCOc1cc(/C=C2\C(=O)NC(=O)N(c3ccccc3)C2=O)ccc1O	-1	1
COc1ccc(-c2cn(-c3ccccc3)c(=O)[nH]2)cc1	-5	14

(list continues)
SMILES	Pf apPOL block	mHTT CaM bind
CSc1nc2ccccc2n1CC(=O)Nc1cccc([N+](=O)[O-])c1	-2	-2
c1ccc2c(c1)OC13CCCCC1C2NCC3 (stereo not drawn)	-1	10
O=C(Cn1cnc2nc(N3CCCC(C(=O)NC4CC4)C3)sc2c1=O)NC1CCCC1 (stereo not drawn)	-3	-3
CC(=O)c1cc(C#N)c(SCC(=O)c2ccc(O)c(O)c2)nc1C	10	88*
Cc1ccc(N2CCN(CN3C(=O)C4(OCCCO4)c4ccccc43)CC2C)cc1 (stereo not drawn)	-8	38
O=C1Nc2ccc(Br)cc2/C1=C/c1ccc2c(c1)OCO2	-5	25
COc1ccc(OC)c(NC(=O)c2ccc(OC3CSC3)cc2)c1	2	23
O=C(CN1C(=O)C2C3CCC(C3)C2C1=O)Nc1ccc(Br)c(Cl)c1 (stereo not drawn)	-2	-1
COc1ccc(CCNC(=O)COc2cc(C(=O)c3ccccc3)ccc2OC)cc1OC	3	18
O=C(Cc1cc2ccccc2o1)NCc1ccc(F)cc1	-3	.
O=C(O[C@@H]1C[C@H]2C[C@@H]1[C@H]1CCCCN1C2=O)N1CCN(C(=O)c2ccccc2)CC1	-4	-4
Cc1ccc(F)cc1S(=O)(=O)N1CCN(c2nc3ccncc3n(C)c2=O)CC1	-6	2
Cc1ccc(CNC(=O)CCS(=O)(=O)Cc2ccccc2F)cc1	-9	-5
Cc1ccc(NC(=O)C2CCCN(S(=O)(=O)c3cccs3)C2)cc1F (stereo not drawn)	0	-5
Cc1cccc(NS(=O)(=O)c2c(C)cc(C)cc2C)c1	3	-17
Cc1ccccc1-n1nc2c(c1NC(=O)c1cccc(C(F)(F)F)c1)CSC2	-9	100*
COCCCNC(=O)CCc1cn(Cc2ccccc2)c2ccccc12	-15	10
Cc1ccc2ncn(C3CCN(C(=O)Nc4ccc(F)cc4F)CC3)c(=O)c2c1	0	-5
COc1ccc(N2CC(c3nnc(NC(=O)Cc4cccs4)o3)CC2=O)cc1 (stereo not drawn)	-6	65*
CCOc1cc(/C=c2\sc3n(c2=O)CCN=3)ccc1O	3	8
O=C(O)C(O)C(O)(Cc1ccc(O)cc1)C(=O)O (stereo not drawn)	0	.
CCn1c(SC)nnc1-c1nn(C)c2c1CN(C(=O)c1ccccc1OC)CC2	-3	-1
Cc1noc(C)c1C(=O)Oc1ccc(-c2n[nH]nc2C#N)cc1	-2	.
CCS(=O)(=O)N1N=C(c2ccc(NS(C)(=O)=O)cc2)CC1c1ccco1 (stereo not drawn)	-6	9
O=C(Nc1cccc(O)c1)c1cc(-c2ccco2)on1	-2	11
CCOc1ccc(-n2cc(C(=O)N(C)Cc3ccccc3)c3cc(OC)c(OC)cc3c2=O)cc1	-22	37
O=C(c1ccoc1)N1CCCC(OCc2nc(-c3cccnc3)no2)C1 (stereo not drawn)	-2	3
Cc1ccccc1-n1c(=O)n(Cc2ccccc2)c(=O)c2[nH]cnc21	10	.
CCCNC(=O)N1CCC(CCOc2ccccc2)CC1	-5	-7
CCN(C)C1CN(Cc2cn(Cc3ccc(C(F)(F)F)cc3)nn2)S(=O)(=O)C1 (stereo not drawn)	-12	-10
COC(=O)c1ccc2c(=O)n(-c3cccc(Cl)c3)c(N3CCSC3)nc2c1	1	-8
COc1ccc(N(CC(=O)Nc2ccccc2Br)S(C)(=O)=O)cc1OC	-7	7
Brc1ccc(C2CC(c3ccccc3)n3ncnc3N2)cc1 (stereo not drawn)	4	29
Cc1c(C)c2ccc(OC3CCCCC3=O)cc2oc1=O (stereo not drawn)	-1	-5
COc1ccc(CCNC(=O)C2Cc3cc(C(F)(F)F)ccc3N3CCCC23)cc1 (stereo not drawn)	3	6
O=C1NCCCC2c3c(cc(Br)c(O)c3Br)OC12N1CCCCC1 (stereo not drawn)	-6	11
CCOC(=O)CNC(=O)C(CC(N)=O)NC(=O)OC(C)(C)C (stereo not drawn)	0	.
Cc1cccc(N2C(=O)c3c(C)nc4ccccc4c3C2=O)c1C	2	14
CCn1cc(Cl)c(C(=O)N2CCc3c(nc(-c4ccccc4)[nH]c3=O)C2)n1	-6	-3
O=C(c1cccc(F)c1)N1CCC(Oc2ccccc2)CC1	5	3
CCCn1c(C(=O)N2CCN(C(C)=O)CC2)cc2sc(Br)cc21	-2	54*
O=C(c1ccc(CN2CCOCC2)cc1)N1CCN(c2ccc(F)cc2)CC1	-16	4
COc1ccc(CSc2cccc3cccnc23)cc1[N+](=O)[O-]	1&7	19&16
N#CC1=C(N)C(C#N)(C#N)C(c2ccco2)C2CCCC=C12 (stereo not drawn)	-3	12
N#CC1=C(N)N(c2ncn[nH]2)C2=C(C(=O)CCC2)C1c1ccccc1Cl (stereo not drawn)	-4	1
NC(Cc1ccc(-c2csnn2)cc1)=NOC(=O)c1ccc([N+](=O)[O-])o1	12	.
Cc1ccccc1C(=O)Nc1ccccc1C(=O)NC(C)C	1	-1
NC(Cc1c[nH]c2ccccc12)C(=O)O (stereo not drawn)	-7	-6
COCCNC(=O)c1coc(NC(=O)c2cnccn2)n1	-10	12
Cc1cccc(N2C(=O)NC(=O)/C(=C\c3ccc([N+](=O)[O-])s3)C2=O)c1	-5	25
O=C1Nc2cc(C(=O)N3CCCCC3)ccc2SC1N1CCOCC1 (stereo not drawn)	-20	0
c1ccc(CN2CCN(c3nnnn3-c3ccccc3)CC2)cc1	-7	4
CC1CCCCN1C(=O)c1ccc(C(=O)N2CCCCC2C)cc1 (stereo not drawn)	-2	1
O=C(Nc1nc(-c2ccc(OC(F)(F)F)cc2)no1)NN1CCCCC1	-9	.
CCOc1ccc(N2C(=O)CC(SCC(=O)Nc3ccc(F)cc3)C2=O)cc1 (stereo not drawn)	-1	-3
CCCC1N=C(c2cccc(OC)c2)CC(c2ccccc2O)N1 (stereo not drawn)	-5	45
O=C(NC1CC2CC1CN2S(=O)(=O)c1ccc2c(c1)CCCC2)c1cccs1 (stereo not drawn)	1	4
CCCCOc1ccc(C2=N/C(=C\c3ccccc3)C(=O)O2)cc1	-2	-4
O=C(NC1(c2nc(-c3ccccn3)no2)CCCCC1)c1ccccc1	-3	-6
CC(Oc1ccccc1)C(=O)N1CCc2c(c(-c3nc(-c4cccc(F)c4)no3)nn2C)C1 (stereo not drawn)	-5	-1

Further entries.
SMILES	Pf apPOL block	mHTT CaM bind
CN(C)S(=O)(=O)c1ccc(C(=O)Nc2c3c(nn2-c2ccccc2)CSC3)cc1	12	28
CCc1nc(C)nc(N2CCN(C(C)=O)CC2)c1Cc1cccc(C)c1	-5	-2
CCOc1ccc(CNC(=O)C2=C(C)C(=O)OC23CCCCCC3)cc1	1	-5
COc1cccc(-n2nc(C(=O)Nc3ccc(C)cc3Br)c3ccccc3c2=O)c1	4	-15
Cc1ccc2cc(C)c(N3CCOCC3)nc2c1	-6	-15
CC(C)CNC(=O)c1ccc(CN2CCc3ccccc3C2)cc1	1	0
O=C(c1ccccc1)N1CC(CO)C2(CCN(C(=O)c3ccccc3F)CC2)C1 (stereo not drawn)	-7	4
O=c1oc(-c2ccccc2NS(=O)(=O)c2ccc(F)cc2)nc2ccccc12	-3	.
Cc1cc(-c2ccsc2)cc(C)n1	-8	.
COc1cc([N+](=O)[O-])ccc1NC(=O)CCN1C(=O)C2C3CCC(C3)C2C1=O (stereo not drawn)	1	1
Cc1ccc(N2NC(=O)/C(=C\c3cccc([N+](=O)[O-])c3)C2=O)cc1Cl	0	77*
CC(=O)c1cccc(NC(=O)Oc2ccccc2)c1	-11	-8
CC12C=CC3(CN(Cc4ccccc4)C(=O)C3C1C(=O)NCCc1ccccc1Cl)O2 (stereo not drawn)	-6	0
CC1CN(C(=O)Nc2ccc(F)cc2)c2ccccc2O1 (stereo not drawn)	-5	-6
CC(C)S(=O)(=O)c1csc(C(=O)NNC(=O)Nc2ccccc2)c1Cl	3	.
Cc1ccc(C(=O)NC2CC(C)(C)NC(C)(C)C2)c(Cl)c1	-10	4
O=C(CSc1nc2ccsc2c(=O)n1Cc1ccc(F)cc1)NCc1ccccc1	-3	0
COc1ccc(N2C=C(C#N)S(=O)(=O)c3ccc(F)cc32)cc1	-1	-10
O=C(c1ccco1)N1CCCCC1c1nc(-c2cccnc2)no1 (stereo not drawn)	-5	-8
O=C(CCCn1cnc([N+](=O)[O-])n1)Nc1ccccc1C(F)(F)F	-10	-6

Individual results from the entries so far.
Pf apPOL block with O=C(CSc1nc2ccsc2c(=O)n1Cc1ccc(F)cc1)NCc1ccccc1 reads -3
Pf apPOL block with CN(C)S(=O)(=O)c1ccc(C(=O)Nc2c3c(nn2-c2ccccc2)CSC3)cc1 reads 12

Continued:
SMILES	Pf apPOL block	mHTT CaM bind
CC(=O)Oc1cc(OC(C)=O)cc(C(C)=O)c1	14	.
O=C1NC(O)=NC1(c1ccccc1)c1ccccc1	-8	.
Cc1ccc2oc(-c3cccc(NC(=O)c4ccc(Br)o4)c3C)nc2c1	2	-5
O=C1C2C3C=CC(C4CC34)C2C(=O)N1c1ccc(Br)cc1 (stereo not drawn)	-5	-5
O=C(NC1CC1)c1ccc(OCC2CCCN(C(=O)c3ccsc3)C2)cc1 (stereo not drawn)	0	3
CC(C)C(=O)NCCc1csc(C2CCN(C(=O)Nc3ccc(F)cc3)CC2)n1	-6	3
CCOC(=O)c1c(N2C(=O)C3C4C=CC(O4)C3C2=O)sc2c1CCCC2 (stereo not drawn)	-10	-18
CCOCCCNC(=O)N1CCC(c2cc(N)on2)CC1	-1	-9
Cc1cc(C)cc(NCN2C(=O)c3ccccc3C2=O)c1	-1	3
CN(C)c1cccc2c1c(NC(=O)c1ccc(Cl)cc1)nn2C	-11	.
O=C(CCC1CCCC1)N1CCN(C(=O)c2cccs2)CC1	3	-6
COCCn1cc2c3c(cccc31)CN(C(=O)Cc1ccc(OC)cc1)CC2	-5	29

Given with values under each structure: part of the list above.
Fields – Pf apPOL block	mHTT CaM bind
Cc1ccc(N2NC(=O)/C(=C\c3cccc([N+](=O)[O-])c3)C2=O)cc1Cl
→ 0	77*
CC(=O)c1cccc(NC(=O)Oc2ccccc2)c1
→ -11	-8
CC12C=CC3(CN(Cc4ccccc4)C(=O)C3C1C(=O)NCCc1ccccc1Cl)O2 (stereo not drawn)
→ -6	0
CC1CN(C(=O)Nc2ccc(F)cc2)c2ccccc2O1 (stereo not drawn)
→ -5	-6
CC(C)S(=O)(=O)c1csc(C(=O)NNC(=O)Nc2ccccc2)c1Cl
→ 3	.
Cc1ccc(C(=O)NC2CC(C)(C)NC(C)(C)C2)c(Cl)c1
→ -10	4
O=C(CSc1nc2ccsc2c(=O)n1Cc1ccc(F)cc1)NCc1ccccc1
→ -3	0
COc1ccc(N2C=C(C#N)S(=O)(=O)c3ccc(F)cc32)cc1
→ -1	-10
O=C(c1ccco1)N1CCCCC1c1nc(-c2cccnc2)no1 (stereo not drawn)
→ -5	-8
O=C(CCCn1cnc([N+](=O)[O-])n1)Nc1ccccc1C(F)(F)F
→ -10	-6
CC(=O)Oc1cc(OC(C)=O)cc(C(C)=O)c1
→ 14	.
O=C1NC(O)=NC1(c1ccccc1)c1ccccc1
→ -8	.
Cc1ccc2oc(-c3cccc(NC(=O)c4ccc(Br)o4)c3C)nc2c1
→ 2	-5
O=C1C2C3C=CC(C4CC34)C2C(=O)N1c1ccc(Br)cc1 (stereo not drawn)
→ -5	-5
O=C(NC1CC1)c1ccc(OCC2CCCN(C(=O)c3ccsc3)C2)cc1 (stereo not drawn)
→ 0	3
CC(C)C(=O)NCCc1csc(C2CCN(C(=O)Nc3ccc(F)cc3)CC2)n1
→ -6	3
CCOC(=O)c1c(N2C(=O)C3C4C=CC(O4)C3C2=O)sc2c1CCCC2 (stereo not drawn)
→ -10	-18
CCOCCCNC(=O)N1CCC(c2cc(N)on2)CC1
→ -1	-9
Cc1cc(C)cc(NCN2C(=O)c3ccccc3C2=O)c1
→ -1	3
CN(C)c1cccc2c1c(NC(=O)c1ccc(Cl)cc1)nn2C
→ -11	.
O=C(CCC1CCCC1)N1CCN(C(=O)c2cccs2)CC1
→ 3	-6
COCCn1cc2c3c(cccc31)CN(C(=O)Cc1ccc(OC)cc1)CC2
→ -5	29
